Bioassay records (PubChem)
TRHR enhancer – qHTS for Small Molecule Agonists and Allosteric Enhancers of Human TRH Receptor: Primary Screen for Enhancers | TRHR cells, fluo-8 calcium fluorescence, EC20 TRH enhancement | hit rate 0.66% among 360,000 | enhancement, % at 2 µM | Thyrotropin-releasing hormone receptor (Homo sapiens), P34981; in the data active = enhancement above about 30%; note: 0% is about no effect
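TRHR-expressing cells loaded with fluo-8 calcium dye were read kinetically (ex 480/em 530) during compound addition, then stimulated with an EC20 of TRH (10 nM final). Enhancement of the Gq-mediated intracellular calcium response was scored.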
rTrxR1 inhibitor – qHTS Assay for Inhibitors of Mammalian Selenoprotein Thioredoxin Reductase 1 (TrxR1): qHTS; Thioredoxin reductase 1, cytoplasmic (Rattus norvegicus), O89049; Potency, µM (doses to about 114 µM), inactives show at the highest dose activity change, negative = inhibition, hits mostly inhibitors; hit rate 1% among 390,000; recombinant rTrxR1, NADPH fluorescence consumption, selenite substrate; note: potency is the fitted concentration of half-maximal effect; % is set by controls: 0 for no effect and ±100 for the full control effect; nearly all actives have a fitted effect of over 65% in size
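Rat TrxR1 (90 nM in the dispensed reagent) was pre-reduced with 400 uM NADPH for 5 min at room temperature, then incubated with compound for 15 min. After 400 uM selenite was added, NADPH fluorescence (Ex 340/Em 450 nm) was followed for 8 min.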
D2 antagonist – HTS Assay for Allosteric Antagonists of the Human D2 Dopamine Receptor: Primary Screen for Antagonists | AID 485344, 2010 | HEK293 TREx D2 cells, calcium flux, dopamine EC80 | hit rate 2% among 340,000 | inhibition, % at 10 µM | D(2) dopamine receptor (Homo sapiens), P14416; in the data active = inhibition above about 30%; note: 0% is about no effect
Target sequence (P14416 whole entry, looked up): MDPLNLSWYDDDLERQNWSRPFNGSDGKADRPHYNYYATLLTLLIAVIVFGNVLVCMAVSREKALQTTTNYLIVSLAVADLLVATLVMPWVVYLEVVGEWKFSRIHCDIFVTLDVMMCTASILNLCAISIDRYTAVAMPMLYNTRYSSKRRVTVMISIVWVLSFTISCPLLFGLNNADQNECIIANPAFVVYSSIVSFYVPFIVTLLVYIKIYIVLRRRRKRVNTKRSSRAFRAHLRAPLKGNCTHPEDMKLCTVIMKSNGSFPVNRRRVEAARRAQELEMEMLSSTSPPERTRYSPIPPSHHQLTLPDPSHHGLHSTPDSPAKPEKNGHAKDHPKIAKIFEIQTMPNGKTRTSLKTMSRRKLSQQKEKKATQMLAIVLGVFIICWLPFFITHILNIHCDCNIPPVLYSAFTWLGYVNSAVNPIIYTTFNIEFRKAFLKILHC
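Read-out: kinetic calcium fluorescence (1 cycle/s) in inducible HEK293 T-REx D2 cells after an EC80 dopamine addition that followed 180 s compound preincubation. Loss of the dopamine response indicates antagonism.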
IDH1 R132H inh – qHTS for Inhibitors of mutant isocitrate dehydrogenase 1 (IDH1): qHTS. Isocitrate dehydrogenase [NADP] cytoplasmic (Homo sapiens), O75874. IDH1-R132H enzyme, NADPH consumption, diaphorase/resazurin fluorescence. Potency, µM (top dose mostly 76.6 µM), for inactives: at the top dose activity change, negative = inhibition, actives largely listed as inhibitors. hit rate 0.093% among 390,000; note: potency is the fitted concentration of half-maximal effect; % is set by controls: 0 for no effect and ±100 for the full control effect; nearly all actives have a fitted effect of over 65% in size
Target sequence (O75874 whole entry R132H, stated change not applied): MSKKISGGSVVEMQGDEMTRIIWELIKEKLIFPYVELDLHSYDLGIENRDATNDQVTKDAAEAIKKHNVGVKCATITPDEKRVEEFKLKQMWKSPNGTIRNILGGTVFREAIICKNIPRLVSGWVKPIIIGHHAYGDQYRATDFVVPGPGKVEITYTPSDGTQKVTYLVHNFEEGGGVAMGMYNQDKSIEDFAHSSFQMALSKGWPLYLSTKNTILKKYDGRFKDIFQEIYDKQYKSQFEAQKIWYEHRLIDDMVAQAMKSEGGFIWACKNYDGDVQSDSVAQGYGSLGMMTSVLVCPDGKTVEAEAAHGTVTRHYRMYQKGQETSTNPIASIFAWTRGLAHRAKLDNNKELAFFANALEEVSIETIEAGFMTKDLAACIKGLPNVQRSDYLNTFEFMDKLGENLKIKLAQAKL
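IDH1-R132H (0.5 ug/mL dispensed) in pH 7.5 Tris buffer was preincubated 30 min with compound, then given a substrate mix of 0.016 mM NADPH and 2 mM alpha-KG for 80 min at room temperature; remaining NADPH was read by diaphorase/resazurin fluorescence.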
Pin1 inhibitor – qHTS Assay to Find Inhibitors of Pin1; Peptidyl-prolyl cis-trans isomerase NIMA-interacting 1 (Homo sapiens), Q13526; Pin1 FP peptide displacement, HiFluor488, 10 min; Potency, µM (highest dose often 115 µM), for the others: at the highest dose activity, negative = inhibition, most hits filed as inhibitors; hit rate 0.009% among 390,000; AID 504891, 2011; active = well fitted inhibition curve with a large enough effect in the polarisation, with a control signal flat, not every such curve was filed as active; inconclusive = small, poorly fitted or top-dose-only effect, or effect the other way, or a change in a side signal; inactive = no such curve, though single readings can be large or run the other way; the % refers to the polarisation; note: potency is the fitted concentration of half-maximal effect; % is set by controls: 0 for no effect and ±100 for the full control effect
Target sequence (Q13526 whole entry, looked up): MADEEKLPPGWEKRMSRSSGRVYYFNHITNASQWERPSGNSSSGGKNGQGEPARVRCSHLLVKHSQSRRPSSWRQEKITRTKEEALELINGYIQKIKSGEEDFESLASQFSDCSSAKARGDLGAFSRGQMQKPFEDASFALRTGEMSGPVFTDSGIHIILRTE
USP1 inh – Inhibitors of USP1/UAF1: Primary Screen. Ubiquitin carboxyl-terminal hydrolase 1 (Homo sapiens), O94782. recombinant USP1/UAF1, Ub-Rhodamine cleavage fluorescence. Potency, µM (series often up to 57.1 µM), for inactives: top-dose activity change, negative = inhibition, most hits filed as inhibitors. hit rate 0.23% among 390,000. AID 743255, 2014; note: potency is the fitted concentration of half-maximal effect; % is set by controls: 0 for no effect and ±100 for the full control effect; nearly all actives have a fitted effect of over 60% in size; inactives centre near -12
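1 nM enzyme complex + cpd, 15 min RT; start with Ub-Rho 150nM final; kinetic fluorescence ex 480/em 540, 6 reads q60 s. Buffer 50mM HEPES pH 7.8, 0.5mM EDTA, 0.1 mg/ml BSA, 1mM TCEP, 0.01% Tween-20.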
D2 agonist – HTS Assay for Allosteric Agonists of the Human D2 Dopamine Receptor: Primary Screen for Agonists; HEK293 T-REx D2 cells, calcium flux agonist mode; activation, % at 2 µM; hit rate 0.53% among 340,000; AID 485358, 2010;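 active = activation over 3 SD above normal in the single-dose calcium agonist read, cut at about 30% in these data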; note: 0% is about no effect
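In this primary screen, compounds producing a positive calcium signal within 180 s of addition to tetracycline-induced, force-coupled HEK293 Trex D2 cells are flagged; cells are dye-loaded with a no-wash calcium kit beforehand.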
TRHR agonist – qHTS for Small Molecule Agonists and Allosteric Enhancers of Human TRH Receptor: Primary Screen for Agonists. Thyrotropin-releasing hormone receptor (Homo sapiens), P34981. TRHR cells, calcium flux fluo-8, FDSS agonist mode. activation, % at 2 µM. hit rate 0.18% among 360,000. AID 493084, 2011; in the data active = activation above about 30%; note: 0% is about no effect
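In this calcium-flux screen, cells bearing human TRHR are dye-loaded with fluo-8, baselined for 10 cycles, then exposed to library compounds; positive kinetic calcium responses during the agonist phase mark hits, with TRH as control.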
TrxR1 substrate – qHTS Assay for Substrates of Mammalian Selenoprotein Thioredoxin Reductase 1 (TrxR1): qHTS; hit rate 0.01% among 390,000; Thioredoxin reductase 1, cytoplasmic (Rattus norvegicus), O89049; purified TrxR1 substrate turnover, NADPH consumption readout; Potency, µM (titrated, usually from 114 µM), for the others: at the top dose activity change, negative = substrate turnover; AID 588456, 2011; note: potency is the fitted concentration of half-maximal effect; % is set by controls: 0 for no effect and ±100 for the full control effect; nearly all actives have a fitted effect of over 50% in size
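Rat TrxR1, dispensed at 90 nM, was prereduced with 400 uM NADPH (final) for 5 min at ~22 deg C, then incubated with compound 15 min before 400 uM selenite. A first-read NADPH fluorescence drop versus no-compound background flagged substrates.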
Active calls of the source: *; ? = inconclusive; nt = not tested or not shown; [ ] = another dose, or the depositor's remark. Unless noted, calls come from the whole dose curve; as a rule, active = well fitted inhibition curve with a large enough effect; inconclusive = small, poorly fitted or top-dose-only effect; inactive = no such curve, though single readings can be large or run the other way. Some of the compounds tested; count on the stated rates, not on these rows.

SMILES | TRHR enhancer | rTrxR1 inhibitor | D2 antagonist | IDH1 R132H inh | Pin1 inhibitor | USP1 inh | D2 agonist | TRHR agonist | TrxR1 substrate
Cc1ccc(-c2nn(CCC(=O)O)cc2CCC(=O)O)cc1 | 2 | 6%[57.1 µM] | 5 | 10% | -3% | -11% | 1.2 | 0.2 | 6%[57.1 µM]
CN(NC(=O)C1CC(=O)N(c2ccccc2)C1)C1=NS(=O)(=O)c2ccccc21 (stereo unspecified) | 4 | 11% | 11 | 2% | -4% | 4% | 0.7 | -1.0 | -5%
CCCCN1C(=O)c2[nH]nc(-c3ccccc3O)c2C1c1cccc(OCc2ccccc2)c1 (stereo unspecified) | -13 | 18% | nt | -3% | 7% | -22% | -0.4 | 0.1 | -3%
Cc1ccc2nc(-c3ccc(F)cc3)nc(SCC(=O)NCC3CCCO3)c2c1 (stereo unspecified) | 4 | -22% | 1 | 2% | -2% | -13% | -0.7 | 0.2 | -13%
Cc1[nH][nH]c(=O)c1C(c1ccc(Cl)cc1)c1c(C)[nH][nH]c1=O | -8 | ? | -10 | 0% | -6% | 2% | 0.7 | 0.3 | -10%
c1ccc(COc2cccc(CNCc3cccnc3)c2)cc1 | 1 | 30%[57.1 µM] | -7 | 4% | -7% | -2% | 2.1 | -0.6 | 6%
CCc1ccc(-n2nc(CO)c(C(=O)NC)n2)cc1 | -3 | ? | nt | -4% | -4% | -19% | -0.7 | -0.1 | 93%[activator]
CCC(=O)N1CCN(c2ccc(NC(=O)c3ccc([N+](=O)[O-])o3)cc2)CC1 | 5 | -9%[57.1 µM] | -26 | 9% | -2% | -4% | -0.3 | 0.3 | -6%[57.1 µM]
CCCS(=O)(=O)c1c(S(=O)(=O)CCC)c2cc(CC)ccn2c1C(=O)c1ccc(Cl)cc1 | 7 | -9% | nt | 21% | 8% | ? | 2.1 | -0.4 | -4%
O=c1cc2ncc(-n3cc([N+](=O)[O-])cn3)cn2[nH]1 | 1 | -1%[57.1 µM] | 1 | 1% | 6% | -11% | 12 | -0.6 | -5%[57.1 µM]
O=C(CSc1n[nH]c(-c2cccnc2)n1)Nc1ccccc1[N+](=O)[O-] | -2 | 27% | 7 | -3% | 5% | -8% | -1.0 | -0.1 | 0%
Cc1ccc([N+](=O)[O-])cc1NC(=O)/C=C/C(=O)O | -4 | -15% | nt | -2% | -16% | -21% | nt | 0.0 | -9%
O=C(Nc1ccc(N=Nc2ccccc2)cc1)c1cccc(Cl)c1 | 3 | 26% | 23 | 1% | -12% | -10% | 1.0 | 0.1 | 7%
COc1ccccc1CCC(=O)N(C)C1CCCN(Cc2ccccc2F)C1 (stereo unspecified) | -5 | -12% | 1 | -3% | 1% | -9% | 0.6 | 0.0 | -4%
O=C(Nc1ccccc1)c1cc([N+](=O)[O-])ccc1N1CCCCC1 | nt | -5%[57.1 µM] | nt | 0% | -1% | -9% | nt | nt | 3%[57.1 µM]

Among those listed so far, two have a COOH group:
SMILES | TRHR enhancer | rTrxR1 inhibitor | D2 antagonist | IDH1 R132H inh | Pin1 inhibitor | USP1 inh | D2 agonist | TRHR agonist | TrxR1 substrate
Cc1ccc(-c2nn(CCC(=O)O)cc2CCC(=O)O)cc1 | 2 | 6%[57.1 µM] | 5 | 10% | -3% | -11% | 1.2 | 0.2 | 6%[57.1 µM]
Cc1ccc([N+](=O)[O-])cc1NC(=O)/C=C/C(=O)O | -4 | -15% | nt | -2% | -16% | -21% | nt | 0.0 | -9%

The listing continues.
SMILES | TRHR enhancer | rTrxR1 inhibitor | D2 antagonist | IDH1 R132H inh | Pin1 inhibitor | USP1 inh | D2 agonist | TRHR agonist | TrxR1 substrate
O=C(Nc1ccc(N2CCOCC2)c(Cl)c1)c1ccc(S(=O)(=O)N2CCOCC2)cc1 | -1 | 11%[57.1 µM] | 34* | 6% | 3% | -11% | 2.0 | -1.1 | 8%[57.1 µM]
O=C(Nn1cnnc1)c1ccccc1-c1ccccc1 | 5 | -7% | 1 | 2% | 0% | -8% | 1.5 | 0.8 | -6%
CCCCNc1oc(-c2ccc(COc3ccccc3C)o2)nc1C#N | -2 | 0% | nt | -15% | 17% | -25% | -1.7 | 0.2 | 13%
COc1ccc(C2c3[nH]c4ccccc4c3CCN2C(=O)Cc2nonc2C)c(F)c1 (stereo unspecified) | -4 | 23% | -7 | -4% | 22% | -11% | 0.3 | 0.1 | 2%
Cc1cccc(NC(=S)N2CCCC2)c1 | 2 | 19% | 3 | -7% | -5% | -12% | 0.4 | 0.0 | 3%
COc1cc(CNC(C)(C)CO)cc(Br)c1OCc1ccc(Cl)cc1Cl | 3 | 14% | 19 | 3% | 1% | 1% | 3.3 | 0.7 | 1%
CCOC(=O)C1CCN(Cc2cccc(OC)c2)CC1 | -3 | 14% | 44* | 2% | -2% | -5% | 76* | -0.1 | 8%
Cc1ccc(CNC(=O)c2oc3ccc(S(=O)(=O)N4CCOCC4)cc3c2C)cc1 | 0 | 18% | 18 | 0% | -4% | -16% | -0.5 | -0.1 | 4%
CN(C)CCN(C(=O)c1ccc(S(=O)(=O)N2CCc3ccccc32)cc1)c1nc2ccc(F)cc2s1 | -22 | -18% | 69* | -5% | 0% | -3% | -1.4 | 0.1 | -13%
CCNC1CCS(=O)(=O)C1 (stereo unspecified) | -6 | 3%[57.1 µM] | 4 | -1% | -2% | -1% | -0.3 | -0.1 | -2%[57.1 µM]
CCOc1ccc(CC(=O)NCCc2sc3nc(-c4ccc(OC)cc4)nn3c2C)cc1 | -3 | 21%[57.1 µM] | nt | 6% | -6% | -20% | -4.2 | 0.2 | 10%[57.1 µM]
Nc1ncnc2c1ncn2[C@@H]1O[C@H](CNCc2cn(CC(=O)NC3CC3)c3ccccc23)[C@@H](O)[C@H]1O | nt | 17% | nt | -5%[38.3 µM] | -1% | -17% | nt | nt | 0%
COc1ccc(-n2nc(C(=O)NCc3ccco3)c3c4ccccc4n(C)c3c2=O)cc1 | -9 | 67%[activator] | -8 | 19% | 1% | -20% | 1.1 | 1.1 | 49%[activator]
COc1ccc(C(C)(C)C)cc1S(=O)(=O)NCC1CCCO1 (stereo unspecified) | nt | 15% | nt | -3% | 1% | -13% | nt | nt | -3%
COc1ccc(Oc2nc(OC)cc(OC)n2)cc1 | 6 | 8%[57.1 µM] | 3 | 6% | -1% | -6% | -3.1 | -0.6 | 7%
COc1ccc(S(=O)(=O)N2CCC(C(=O)NC3CCCCC3)CC2)cc1C | 14 | 18% | 7 | 3% | -7% | -14% | 0.8 | -0.8 | 4%[0.457 µM]
Oc1ccc(/C=N/N(Cc2ccccc2)c2ccccc2)cc1 | -3 | 14%[57.1 µM] | -1 | 1% | 1% | -1% | -0.2 | 0.7 | 6%[57.1 µM]
Cc1ccc(S(=O)(=O)c2nnn(-c3cccc(F)c3)c2N)cc1 | -3 | 0%[57.1 µM] | 4 | 0% | 7% | -3% | -1.0 | -0.4 | -5%
O=C(C1CCC(CNS(=O)(=O)c2ccc(Br)s2)CC1)N1CCN(c2ccccc2Cl)CC1 (stereo unspecified) | 4 | 10% | nt | -13% | 7% | -3% | 1.3 | 1.1 | -5%
CC1CN(S(=O)(=O)c2cc(C(=O)NCCCN3CCCC3=O)ccc2Cl)CC(C)O1 (stereo unspecified) | nt | 3% | nt | -1% | 1% | 3% | nt | nt | -5%
COc1cc(C(=O)NCC(c2cccs2)N2CCc3ccccc32)cc(OC)c1OC (stereo unspecified) | -10 | 9%[57.1 µM] | 7 | 5% | 5% | -11% | 0.5 | 0.0 | 1%[57.1 µM]
COc1ccc(CN(C)C(=O)/C=C/c2ccc(S(=O)(=O)N3CCOCC3)cc2)cc1F | 3 | -11% | 20 | -1% | 1% | -10% | 1.0 | 0.5 | -4%
CCC1(CC)NC(=O)N(CC(=O)OCC(=O)NC(=O)c2ccccc2)C1=O | -1 | 4%[57.1 µM] | -11 | 1% | 4% | -7% | 3.2 | 0.3 | 6%[57.1 µM]

Copied from the list.
`Cc1ccc(S(=O)(=O)c2nnn(-c3cccc(F)c3)c2N)cc1` | USP1 inh = -3%
`O=C(C1CCC(CNS(=O)(=O)c2ccc(Br)s2)CC1)N1CCN(c2ccccc2Cl)CC1` (stereo unspecified) | TRHR agonist = 1.1
`COc1cc(C(=O)NCC(c2cccs2)N2CCc3ccccc32)cc(OC)c1OC` (stereo unspecified) | rTrxR1 inhibitor = 9%[57.1 µM]
`Oc1ccc(/C=N/N(Cc2ccccc2)c2ccccc2)cc1` | D2 agonist = -0.2
`CC1CN(S(=O)(=O)c2cc(C(=O)NCCCN3CCCC3=O)ccc2Cl)CC(C)O1` (stereo unspecified) | rTrxR1 inhibitor = 3%
`COc1ccc(S(=O)(=O)N2CCC(C(=O)NC3CCCCC3)CC2)cc1C` | rTrxR1 inhibitor = 18%
